# Compound activity (PubChem BioAssay)
# Vif-A3G inh: qHTS for Inhibitors of Vif-A3G Interactions: qHTS. actives 0.076% (n = 410,000). HeLa A3G-eYFP + Vif (tagged APOBEC3G with the HIV-1 protein that degrades it), YFP fluorescence, overnight. AID 602310, 2012. Potency, µM (highest dose often 46.1 µM), for inactives: at the top dose activity, negative = active, actives largely listed as inhibitors. DNA dC->dU-editing enzyme APOBEC-3G (Homo sapiens), Q9HC16;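 also: potency is read from the fitted curve at half-maximal effect; % is scaled to controls: 0 for no effect and ±100 for the full control effect; nearly all actives have a fitted effect of over 60% in size; hits raise eYFP signal because A3G escapes Vif-driven loss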
#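 HeLa cells stably expressing Vif and C-terminally eYFP-tagged A3G, seeded overnight at 37 deg C, then exposed to compound by pintool overnight at 37 deg C. Rise in yellow fluorescence (Ex 488/Em 500-530, Acumen) marks blocked Vif-driven A3G degradation.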
# GRP78 ERSR act: qHTS for Inducers of the Endoplasmic Reticulum Stress Response (ERSR) in Human Glioma: qHTS. AID 602332, 2012. U87-MG GRP78 promoter luciferase reporter, 16 h. Potency, µM, without a hit: at the top dose activation, hits mostly activators. actives 0.02% (n = 420,000); also: potency is read from the fitted curve at half-maximal effect; series mostly up to about 76 µM; % of control where 0% means no effect; nearly all actives have a fitted effect of over 35% in size
#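 Stably transfected U87-MG glioma cells carrying a GRP78-based luciferase sensor; 16 h compound incubation. Luminescence end-point read 10 min after Bright-Glo addition at room temperature.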
# D1 PAM: Potentiators of Human D1 Dopamine Receptor: qHTS. D(1A) dopamine receptor (Homo sapiens), P21728. HEK293 TREx D1 cells, calcium flux, dopamine EC20 potentiation. potentiation, % at 10 µM. actives 0.036% (n = 360,000). AID 504651, 2011; in the data active = potentiation above about 30%; also: 0% is about no effect
# D2 PAM: HTS Assay for Positive Allosteric Modulators of the Human D2 Dopamine Receptor: Primary Screen for Potentiators | AID 485347, 2010 | HEK293 T-REx D2, calcium flux, EC20 dopamine potentiation | actives 0.34% (n = 340,000) | potentiation, % at 10 µM;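 active = potentiation over 3 SD above the plate norm, cut at about 30% in these data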; also: 0% is about no effect
#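 Using a no-wash calcium dye in inducible, force-coupled HEK293 Trex cells expressing D2, we tracked fluorescence each second for 180 s after compound, then for 180 s after EC20 dopamine to detect augmented signalling.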
# D1 antag: Antagonist of Human D 1 Dopamine Receptor: qHTS; activity change, negative = inhibition, % at 10 µM; D(1A) dopamine receptor (Homo sapiens), P21728; HEK293 TREx D1 cells, calcium flux, dopamine EC80; stronger effect = lower value; actives 3.2% (n = 360,000); in the data active = activity change below about -30%; also: % is scaled to controls: 0 for no effect and ±100 for the full control effect
#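 Kinetic fluorescence of a calcium dye serves as the read-out. D1-expressing Hek293 Trex cells, induced overnight at 30 C, are exposed to compound for 180 s before an EC80 dopamine addition, then read 180 s further.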
# Vif-A3F inh: qHTS for Inhibitors of Vif-A3F Interactions: qHTS | AID 602313, 2012 | actives 0.2% (n = 390,000) | HeLa A3F-eYFP + Vif (tagged APOBEC3F with the HIV-1 protein that degrades it), YFP fluorescence increase | Potency, µM (top dose mostly 46.1 µM), for the others: at the highest dose activity, negative = active; also: potency is read from the fitted curve at half-maximal effect; % of control where 0% means no effect; nearly all actives have a fitted effect of over 65% in size
#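 HeLa cells stably expressing Vif plus C-terminally eYFP-tagged A3F were seeded, incubated overnight at 37 deg C, dosed with compound, incubated overnight again at 37 deg C. Yellow fluorescence (Ex 488/Em 500-530) reported blocked Vif-mediated A3F-eYFP degradation.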
# D1 agonist: Allosteric Agonists of the Human D1 Dopamine Receptor: qHTS; activation, % at 2 µM; HEK293 T-REx D1 cells, calcium flux, agonist mode; AID 504660, 2011; actives 1% (n = 360,000); in the data active = activation above about 30%; also: 0% is about no effect
#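 Agonism was scored from calcium flux recorded over 180 s (1 read/s) after pintool compound addition, following a 10-cycle baseline. Cells were inducible force-coupled HEK293 TREx D1, plated overnight at 30 C and loaded with no-wash calcium dye.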
# LDHA inh: qHTS assay for inhibitors of human lactate dehydrogenase | L-lactate dehydrogenase A chain (Homo sapiens), P00338 | purified LDHA, NADH/diaphorase-resazurin fluorescence; stronger effect = lower value | activity change, % (values are at about 110 or 230 µM) | actives 0.15% (n = 480,000) | AID 1347041, 2019; in the data active = activity change below about -30%; inconclusive = mostly about -25% to -30%;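 also: plate controls were DMSO wells for no effect and wells without enzyme for full effect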
#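 Enzyme activity of human lactate dehydrogenase 5 (2 nM; 0.06 mM NADH, 0.2 mM pyruvate, 5 min, RT) is measured via a resazurin/diaphorase fluorescence readout of residual NADH.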
# RXFP1 agonist: qHTS Assay for Agonists of the Relaxin Receptor RXFP1. Relaxin receptor 1 (Homo sapiens), Q9HBX9. HEK293T-RXFP1 cAMP TR-FRET, 30 min; response scale: percent of porcine relaxin response, buffer zero. Potency, µM (doses to about 57.5 µM), inactives show at the highest dose activation, most hits filed as activators. actives 0.3% (n = 370,000). AID 2676, 2010; also: potency is read from the fitted curve at half-maximal effect; % is scaled to controls: 0 for no effect and ±100 for the full control effect; nearly all actives have a fitted effect of over 60% in size; many of its hits are not listed in these tables
# Target sequence (Q9HBX9 whole entry, looked up): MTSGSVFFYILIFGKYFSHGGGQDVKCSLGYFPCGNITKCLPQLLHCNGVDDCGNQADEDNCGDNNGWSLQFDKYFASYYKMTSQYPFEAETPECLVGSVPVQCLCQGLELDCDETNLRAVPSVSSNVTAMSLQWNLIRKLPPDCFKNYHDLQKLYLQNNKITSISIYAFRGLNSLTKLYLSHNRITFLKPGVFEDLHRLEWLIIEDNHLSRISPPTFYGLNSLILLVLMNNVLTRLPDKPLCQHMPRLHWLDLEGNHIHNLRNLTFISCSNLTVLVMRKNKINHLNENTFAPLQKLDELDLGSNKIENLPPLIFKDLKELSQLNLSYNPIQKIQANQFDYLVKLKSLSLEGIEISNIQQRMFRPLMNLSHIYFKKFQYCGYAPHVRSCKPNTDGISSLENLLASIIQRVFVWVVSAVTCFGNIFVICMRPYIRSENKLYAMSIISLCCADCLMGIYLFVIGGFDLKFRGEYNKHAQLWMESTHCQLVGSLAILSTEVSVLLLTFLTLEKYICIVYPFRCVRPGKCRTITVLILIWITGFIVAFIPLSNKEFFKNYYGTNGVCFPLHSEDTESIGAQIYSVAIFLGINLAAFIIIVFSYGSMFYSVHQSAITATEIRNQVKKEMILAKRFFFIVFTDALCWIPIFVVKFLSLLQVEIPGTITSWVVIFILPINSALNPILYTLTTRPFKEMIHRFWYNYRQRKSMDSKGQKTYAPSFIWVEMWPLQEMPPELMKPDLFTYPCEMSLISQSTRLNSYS
#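 cAMP rise read by TR-FRET after 30 min, 37C compound exposure (up to 58 uM) in RXFP1-transfected HEK293 cells with Ro 20174 present. EC50 from Hill-equation fits, with 29 nM porcine relaxin as 100% and buffer as basal.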
# * hit, by the source's call; u = inconclusive; x = not tested or not shown; & = joins results of further samples. Unless noted, calls follow the shape of the dose curve; as a rule, active = well fitted curve in the direction sought with a large enough effect; inconclusive = small, poorly fitted or top-dose-only effect, or another doubt; inactive = no such curve, though single readings can be large; an effect the other way counts as inactive or inconclusive. These rows are one share of the data; the hit share may differ from the screen's.
SMILES,Vif-A3G inh,GRP78 ERSR act,D1 PAM,D2 PAM,D1 antag,Vif-A3F inh,D1 agonist,LDHA inh,RXFP1 agonist
COc1ccccc1N(C)S(=O)(=O)c1ccc(C(=O)OCC(N)=O)cc1,-3%,-1%,-1,-6,-3,7%,8,0,-1.3%
O=C(Nn1cnnc1)c1ccccc1F,1%,0%,0,-23,6,-7%,1,-4,-4.0%
Cc1cccc(-n2c(CNC(=O)COc3ccccc3)nnc2SCC(=O)Nc2nccs2)c1,-2%,-1%,x,x,x,-13%,x,-2,-0.3%
CC(C)CCNC(=O)Cn1c(=O)oc2cc(S(=O)(=O)N3CC(C)CC(C)C3)ccc21 (centres undefined),-19%,-5%,x,0,-25,-22%,3,-5,2.1%
CCN(CC)S(=O)(=O)c1cc(-c2nnc(-c3ccc(Br)cc3)o2)ccc1Cl,1%,1%,-2,11,-2,1%,1,-8,6.3%
O=C1CC/C=C\C[C@@H](CC(=O)N(CCO)Cc2ccccc2)C(=O)N[C@H](Cc2ccccc2)CO1,6%,-4%,x,x,x,-11%,x,-10,x
CCN(C(=O)c1cc2cc(OC)ccc2oc1=O)c1ccccc1,1%,1%,1,4,-15,3%,7,-3,-0.9%
CCCCN(CC)S(=O)(=O)c1ccccc1,-6%,-1%,-10,1,10,-6%,1,0,-0.8%
COc1ccc(-c2c3c(nc4sc(C(=O)Nc5cc(C)on5)c(N)c24)CCC3)cc1,-8%,-5%,-1,1,-15,-7%,6,0,12%
Cc1ccc(-c2nc3ncccc3o2)cc1NC(=O)c1sc2ccccc2c1Cl,0%,-3%,3,-6,6,u,1,-8,6.9%
Cc1ccc(S(=O)(=O)NNC(=O)c2ccc(F)cc2)cc1,1%,-5%,-2,0,-1,13%,6,0,-1.0%
COc1cc(C(=O)NNC(=O)c2cc(=O)[nH]c3ccccc23)cc(OC)c1OC,-1%,-3%,-6,12,10,3%,1,-8,-0.4%
Cc1ccc(-c2cc(C(=O)OCC(=O)N(C)c3c(N)n(Cc4ccccc4)c(=O)[nH]c3=O)c3ccccc3n2)o1,1%,0%,1,-6,-19,7%,0,-6,7.9%
CCOc1ccc(-c2nc(-c3cccnc3)no2)cc1OCC,-3%,0%,-2,0,x,0%,-2,-7,0.2%
CN(C)CCNC(=O)C1CCN(c2nc3ccccc3[nH]2)CC1,-1%,-3%,-1,-3,-1,0%,2,-6,5.9%
C=CCc1ccc(OCCn2cncn2)c(OC)c1,2%,-4%,-5,8,15,1%,-1,-1,2.2%
COc1ccc(N(C)C(=O)C2CCN(S(=O)(=O)c3cccc4nsnc34)CC2)cc1,7%,-2%,7,1,-16,3%,1,-4,-1.4%
CC(=O)Nc1ccc(S(=O)(=O)NCc2nc(-c3ccccc3)no2)cc1,-5%,-5%,-8,x,1,-13%,0,0,-0.3%
O=C(NCCS(=O)(=O)N1CCN(Cc2ccccc2)CC1)c1ccccc1,-3%,-1%,-2,-6,14,7%,4,-4,1.1%
CCOC(=O)N1CCN(c2nc3ccc(C(=O)c4ccccc4)cc3n3cnnc23)CC1,-2%,-2%,-9,-9,22,-9%,1,-4,9.9%
Cc1cccc(OCCCC(=O)Nc2ccc(Cl)c(S(=O)(=O)N3CCOCC3)c2)c1,2%,-7%,-5,11,-17,-5%,4,0,1.2%
Cn1c(SCC(=O)OCc2ccccc2)nnc1-c1ccco1,2%,-8%,1,3,-11,-5%,0,-1,0.4%
CCOC(=O)c1c(NC(=S)Nc2ccc(Cl)cc2)sc2c1CCN(C)C2,u,-1%,-10,-12,7,u,0,-6,0.1%
CS(=O)(=O)N(CC(=O)NCCSc1ccccn1)c1ccc(F)cc1,0%,-3%,-8,-6,13,-16%,0,-2,1.8%
N#Cc1cccc(C#N)c1N1CCC(C#N)CC1,-6%,-2%,3,-1,-6,-29%,2,-4,0.6%
Cc1cccnc1NC(=O)CCNS(=O)(=O)c1ccc2c(c1)c(=O)n(C)c(=O)n2C,6%,0%,-1,-2,4,12%,-3,-5,11%
Cc1cccc2sc(N(Cc3cccnc3)C(=O)C3COc4ccccc4O3)nc12 (centres undefined),5%,-5%,-1,-13,x,4%,1,-10,0.5%
Cc1c(NC(=O)C(C)Oc2ccccc2F)c(=O)n(-c2ccccc2)n1C (centres undefined),8%,-2%,-1,-10,10,-17%,2,-8,4.1%
CC1CCCCC12NC(=O)N(CC(=O)Nc1cccnc1Cl)C2=O (centres undefined),2%,3%,3,12,7,1%,5,-4,-0.8%
CCn1c(SCc2nc3cc(OC)c(OC)cc3c(=O)[nH]2)nc2ccccc21,-4%,-7%,-8,1,2,1%,1,-7,3.0%
O=c1c([N+](=O)[O-])c[nH]c2ccccc12,-2%,-4%,-6,7,-5,4%,1,-4,-0.2%
CCNc1nc(NC(C)C)nc(NS(=O)(=O)c2ccc(Cl)cc2)n1,-1%,-4%,2,7,5,-11%,2,3,-1.2%
Cc1cc(C(=O)O)ccc1-n1c(C)cc(/C=C2\SC(=O)NC2=O)c1C,-5%,-3%,10,6,-9,-11%,1,-8,-2.1%
CCCCN(Cc1cccs1)S(=O)(=O)c1cc(-c2cc(C)no2)ccc1C,6%,-4%,-2,7,-2,-3%,24,-5,0.1%
CCN(CC)C(=O)C1CCCN(c2ccc([N+](=O)[O-])cc2/C=N/NC(=O)c2ccc([N+](=O)[O-])cc2)C1 (centres undefined),-4%,-6%,x,x,x,-4%,x,2,0.1%
Cc1csc(N/N=C\c2cccnc2)n1,0%,1%,0,-8,-24,15%,1,-3,-2.4%
COC(=O)c1[nH]c(C)c(/C(O)=C2\C(=O)C(=O)N(CCN(C)C)C2c2cccc(OC)c2OC)c1C (centres undefined),3%,-4%,-6,0,5,-10%,0,-5,3.6%
O=C(OCCN1CCOCC1)c1ccc2c(c1)OCCO2,2%,-6%,-9,5,5,-5%,0,-1,1.6%
COc1ccc(CC(=O)Nc2cccc(S(=O)(=O)N3CCCC3)c2)cc1OC,0%,0%,-1,10,-15,0%,3,0,0.1%
CC(C)c1cc(C(N)=O)c(NC(=O)c2cccc(COc3ccc(Cl)cc3)c2)s1,3%,-13%,-1,-7,-1,4%,3,1,0.6%
Cc1nc2cc(NC(=O)CS(=O)(=O)c3ccccc3)ccc2s1,-5%,2%,1,-2,14,-15%,0,-7,-1.3%
CC(C)C(=O)N(Cc1cc2ccccc2[nH]c1=O)C(C)(C)C,0%,8%,-3,-6,-4,-7%,2,-3,-1.9%
COc1cc(/C=N/NC(=O)c2ccc(=O)[nH]n2)ccc1O,-8%,-3%,-5,11,6,-2%,3,-4,-0.4%
CC1(C)CC(=O)C(CCCN2C(=O)c3ccccc3C2=O)C(=O)C1,2%,-4%,x,x,x,1%,x,0,4.3%
Cc1[nH]n(C)c(=O)c1[N+](=O)[O-],-3%,-3%,-2,-4,-3,-23%,4,-2,0.2%
COc1ccc(OC)c(NC(=O)CCNC(=O)Cn2cnc3ccccc3c2=O)c1,0%&-5%,-2%&-1%,-1&3,5,8&-11,2%&14%,-1&4,-2&-7,0.5%&-0.2%
Cc1nc([N+](=O)[O-])c(SCC(N)=O)n1Cc1ccccc1,-5%,-4%,-5,x,-2,-5%,0,-1,1.3%
COC(CNC(=O)CNC(=S)N(CCCN1CCOCC1)Cc1cccs1)OC,1%,1%,0,-14,2,2%,2,-1,0.4%
CC(C)(C)c1ccc(C(=O)Nc2nnc(SCC(=O)NCC3CCCO3)s2)cc1 (centres undefined),4%,-7%,-3,x,0,-4%,2,0,-3.7%
CCSc1ncc(Cl)c(C(=O)N(Cc2ccccc2)Cc2ccco2)n1,x,x,-1,5,-4,x,-3,-8,-1.7%
CCCCn1cc(S(=O)(=O)c2ccccc2)c(=O)c2cc(F)c(N3CCN(CCC)CC3)cc21,2%,-2%,2,1,15,-3%,-1,0,0.1%
N#CC[C@H](c1ccccc1)N1CCN(Cc2ccccc2)CCC1=O,2%,-7%,-3,-5,0,-6%,1,-11,2.7%
CCc1ccc(OCC(=O)N/N=C(\C)c2ccc3c(c2)OCCO3)cc1,-5%,3%,-9,-3,-7,-7%,0,-3,2.3%
O=S(=O)(Nc1cccc2cccnc12)c1cccc2ccccc12,-5%,4%,-1,x,20,x,8,3,x
COc1ccc(-n2nc(C(=O)NCC(=O)N3CCN(c4ccccn4)CC3)c3ccccc3c2=O)c(OC)c1,5%,5%,x,x,x,-11%,x,-4,x
O=C(CN1CCCC1)Nc1ccc(OC(F)(F)F)cc1,0%,2%,2,3,10,1%,11,-15,1.5%
COc1ccccc1-c1nc2n(n1)C(c1ccccc1Cl)C(C(=O)Nc1cccnc1)=C(C)N2 (centres undefined),-4%,-2%,0,0,-3,1%,-1,1,1.2%
Brc1ccc(OCCCCCN2CCOCC2)cc1,0%,-7%,-5,x,-9,u,11,-12,-0.6%

# Grouped by structure: those above containing a cyano group (2)
SMILES,Vif-A3G inh,GRP78 ERSR act,D1 PAM,D2 PAM,D1 antag,Vif-A3F inh,D1 agonist,LDHA inh,RXFP1 agonist
N#Cc1cccc(C#N)c1N1CCC(C#N)CC1,-6%,-2%,3,-1,-6,-29%,2,-4,0.6%
N#CC[C@H](c1ccccc1)N1CCN(Cc2ccccc2)CCC1=O,2%,-7%,-3,-5,0,-6%,1,-11,2.7%
